AMPAR-TARP mod: modulators of AMPA receptor GluA2-stargazin complexes | 3.5% of 40,000 active | O88602+P19491 | HEK293 GluA2+stargazin, membrane potential dye (FDSS), glutamate EC50; hits were called plate by plate, in both directions | calls only at 30 µM;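 active = any of four per-well response measures lying three or more SD from its plate-wide compound average, in either direction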
AMPAR-TARP mod agonism max-min: also measured in AMPAR-TARP mod; calls as there; compound max-min signal; compound-alone response (agonism);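 unitless range of fluorescence divided by baseline over first 100 seconds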
AMPAR-TARP mod glutamate slope: also measured in AMPAR-TARP mod; calls as there; glutamate slope, % of max; measured here: glutamate response slope, % max;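 scaled per plate between vehicle wells and maximal 1 mM glutamate control wells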
Starred values were filed as active, the others as inactive; i = inactive; + = active, no number. This is a subset (hit frequency here may not be typical).

1) Cc1ccc(-n2ccnc2N2CCN(C(=O)c3ccc4ccccc4c3)CC2)cc1
2) Cc1nc(N2CCN(C(=O)Nc3cccc(F)c3C)CC2)cc(-n2ccnc2)n1
3) COc1cn(CC(=O)NCCc2ccccc2)c(CN2CCCCC2)cc1=O
4) Cn1cccc1C(CNC(=O)c1ccc(F)cc1Cl)N1CCOCC1 (stereo not given)
5) COC(=O)C1=C(C)NC(=O)NC1c1ccc(OCc2ccccc2)cc1 (stereo not given)
6) COc1ccc(C(C)C)cc1S(=O)(=O)NC1CCCCCC1
7) Clc1ccccc1/C=C/c1nc(-c2ccncc2)no1
8) O=C(Cc1cccc2ccccc12)NCC1(O)CCCC1
Screen / compound no. | 1 | 2 | 3 | 4 | 5 | 6 | 7 | 8
AMPAR-TARP mod | i | i | i | i | i | i | i | i
AMPAR-TARP mod agonism max-min | 0.1 | 0.088 | 0.028 | 0.057 | 0.095 | 0.058 | 0.058 | 0.069
AMPAR-TARP mod glutamate slope | 39 | 59 | 37 | 55 | 29 | 53 | 18 | 67

9) COc1ccc(Cl)cc1C(=O)N1CCC(c2nnc(C(C)C)o2)CC1
10) CC(=O)Cn1c(=O)c2c(nc3n(-c4ccccc4Cl)c(-c4ccccc4)cn23)n(C)c1=O
11) Cc1cc(C(=O)N2CC(C(=O)NC3CC3)C2)no1
12) Cc1ccc2nc(N(CCN3CCOCC3)C(=O)/C=C/c3cccs3)sc2c1
13) Cc1nc(-n2cccc2)sc1C(=O)N1CCSCC1
14) CC(=O)N1CCc2c(sc3nc(SCc4cccc([N+](=O)[O-])c4)n(-c4ccccc4)c(=O)c23)C1
15) O=C(NCCCn1nc(-c2cccs2)ccc1=O)c1ccc(F)cc1
16) Cn1nc(C2CCCN(C(=O)CSc3ccc(F)cc3)C2)n(-c2ccccc2)c1=O (stereo not given)
Screen / compound no. | 9 | 10 | 11 | 12 | 13 | 14 | 15 | 16
AMPAR-TARP mod | i | i | i | i | i | i | i | i
AMPAR-TARP mod agonism max-min | 0.11 | 0.054 | 0.1 | 0.051 | 0.1 | 0.078 | 0.069 | 0.11
AMPAR-TARP mod glutamate slope | 45 | 17 | 51 | 40 | 48 | 53 | 55 | 61

17) Cn1cccc1C(O)CNC(=O)C1CCCCC1 (stereo not given)
18) Cc1cc(C)c(N2CCN(S(=O)(=O)N3CCCCC3)CC2)c(C)c1
19) O=C(Nc1ccccn1)c1ccc(S(=O)(=O)NC2CC2)cc1
20) O=C(CSc1nc(=O)n(CCO)c2c1CCC2)Nc1ccc(F)c([N+](=O)[O-])c1
21) O=C(NCCn1nc(-c2ccccc2)ccc1=O)Nc1ccccc1F
22) N#Cc1ccc(Cl)cc1NC(=O)CN1C(=O)c2ccccc2S1(=O)=O
23) COc1cc(OC)cc(C(=O)Nc2ccc3c(c2)CCCN3C(=O)C2CC2)c1
24) COCC(=O)Nn1cnc2c(cnn2C(C)(C)C)c1=O
Screen / compound no. | 17 | 18 | 19 | 20 | 21 | 22 | 23 | 24
AMPAR-TARP mod | i | i | i | + | i | i | i | +
AMPAR-TARP mod agonism max-min | 0.082 | 0.032 | 0.12 | 0.086* | 0.068 | 0.094 | 0.11 | 0.12*
AMPAR-TARP mod glutamate slope | 65 | 47 | 70 | 34* | 47 | 52 | 62 | 5.8*

Rewritten with tabs: 2 of the compounds above.
item	compound	AMPAR-TARP mod	AMPAR-TARP mod agonism max-min	AMPAR-TARP mod glutamate slope
22	N#Cc1ccc(Cl)cc1NC(=O)CN1C(=O)c2ccccc2S1(=O)=O	i	0.094	52
23	COc1cc(OC)cc(C(=O)Nc2ccc3c(c2)CCCN3C(=O)C2CC2)c1	i	0.11	62

(next part)
25) COc1ccc(Cl)cc1C(=O)NCC(O)(c1ccccc1)C1CC1 (stereo not given)
26) CN(C)C(CNC(=O)c1ccccc1C(F)(F)F)c1cn(C)c2ccccc12 (stereo not given)
27) O=C(CS(=O)(=O)Cc1ccccc1)N1CCCc2ccccc21
28) O=C(CN1CCN(C(=O)N2CCOCC2)CC1)Nc1ccc(F)cc1
29) CC(=O)N1CCC(c2nnc(-c3ccc(F)cc3)o2)CC1
30) CCS(=O)(=O)N1CCCc2ccc(NS(=O)(=O)c3ccc(OC)cc3C)cc21
31) COC(=O)c1ccc(NC(=O)CSc2ccc(NC(=O)C3CC3)nn2)cc1
32) O=C(NCCC1=CCCCC1)c1ccc(S(=O)(=O)NC2CC2)o1
Screen / compound no. | 25 | 26 | 27 | 28 | 29 | 30 | 31 | 32
AMPAR-TARP mod | + | i | i | i | i | i | i | i
AMPAR-TARP mod agonism max-min | 0.055* | 0.054 | 0.088 | 0.044 | 0.12 | 0.051 | 0.088 | 0.094
AMPAR-TARP mod glutamate slope | 47* | 54 | 48 | 60 | 50 | 68 | 50 | 67

33) CCCN1C(=O)NC2(CCN(C(=O)Nc3ccc(OC)cc3)CC2)C1=O
34) COc1ccc(-c2nnc(NC(=O)c3cccc4ccccc34)o2)c(OC)c1
35) COc1ccc(Cl)cc1NC(=O)CCc1sc(C)nc1-c1cccs1
36) COc1ccc(NC(=O)C(=O)NCC(c2ccc(F)cc2)N2CCOCC2)cc1OC (stereo not given)
37) COc1ccc(N2CC(C(=O)Nc3nn(C)c4c3CC(C)C(=O)N4)CC2=O)cc1 (stereo not given)
38) O=C(Nc1nccs1)c1nn(-c2ccc(F)cc2)cc1OCc1ccc(F)cc1
39) COc1cccc(-c2cc(CC(=O)N3CCC(C(N)=O)CC3)no2)c1
40) CSc1ccccc1NC(=O)Cc1csc(NC(=O)c2ccc[nH]c2=O)n1
Screen / compound no. | 33 | 34 | 35 | 36 | 37 | 38 | 39 | 40
AMPAR-TARP mod | i | i | i | i | i | i | i | i
AMPAR-TARP mod agonism max-min | 0.057 | 0.098 | 0.12 | 0.11 | 0.085 | 0.069 | 0.037 | 0.072
AMPAR-TARP mod glutamate slope | 38 | 57 | 54 | 77 | 46 | 55 | 23 | 48

41) O=C(Nc1ccc2c(c1)OCO2)C(=O)NC(c1ccccc1)c1ccccc1
42) CCCCOCC(O)CN1CCN(c2ccccc2OC)CC1 (stereo not given)
43) COc1cc(NC(=O)c2cc3ccccc3o/c2=N\NS(=O)(=O)c2ccccc2)cc(OC)c1
44) CCCOc1cn(-c2ccc(F)cc2)nc1C(=O)Nc1nc(C)cs1
45) O=C(Cn1nc(S(=O)(=O)c2ccccc2)ccc1=O)Nc1ccc(F)cc1F
46) CC12CC(NC(=O)N1c1cccc(C(=O)NCc3cccs3)c1)c1ccccc1O2 (stereo not given)
47) CCOC(=O)N1CCN(C(=O)CSc2ccc(NC(=O)c3ccccc3)nn2)CC1
48) Cc1ccc(-n2cc(C(=O)NC(C)CCc3ccccc3)nn2)cc1C (stereo not given)
Screen / compound no. | 41 | 42 | 43 | 44 | 45 | 46 | 47 | 48
AMPAR-TARP mod | i | i | i | i | i | i | i | i
AMPAR-TARP mod agonism max-min | 0.093 | 0.11 | 0.1 | 0.067 | 0.1 | 0.1 | 0.035 | 0.079
AMPAR-TARP mod glutamate slope | 61 | 51 | 52 | 31 | 42 | 66 | 44 | 43

Three entries drawn at random from those above, as already listed:
10) CC(=O)Cn1c(=O)c2c(nc3n(-c4ccccc4Cl)c(-c4ccccc4)cn23)n(C)c1=O
9) COc1ccc(Cl)cc1C(=O)N1CCC(c2nnc(C(C)C)o2)CC1
11) Cc1cc(C(=O)N2CC(C(=O)NC3CC3)C2)no1
Screen / compound no. | 10 | 9 | 11
AMPAR-TARP mod | i | i | i
AMPAR-TARP mod agonism max-min | 0.054 | 0.11 | 0.1
AMPAR-TARP mod glutamate slope | 17 | 45 | 51

Other results
49) Cc1noc(C2CN(C(=O)CSCc3ccccc3)C2)n1
50) CCn1nc(C)cc1C(=O)Nc1nc(-c2cc(Cl)sc2Cl)cs1
51) CCSc1ccc(C(=O)Nc2nnc(-c3cccs3)o2)cc1
52) CCCNc1nc2c(c(=O)n(C)c(=O)n2C)n1CC(O)c1ccccc1 (stereo not given)
53) Cc1ccc(-n2nc(C)c(S(=O)(=O)c3ccccc3)c2OC(=O)C(C)C)c(C)c1
54) Cc1c(Cl)cccc1NC(=O)CN1C(=O)c2ccccc2S1(=O)=O
55) CCCc1nc2ccccc2n1CC(C)CC (stereo not given)
56) CNC(=O)C1Cc2ccccc2N1C(=O)CCC1CCCC1 (stereo not given)
Screen / compound no. | 49 | 50 | 51 | 52 | 53 | 54 | 55 | 56
AMPAR-TARP mod | i | i | i | i | i | i | i | i
AMPAR-TARP mod agonism max-min | 0.13 | 0.11 | 0.1 | 0.11 | 0.07 | 0.095 | 0.097 | 0.035
AMPAR-TARP mod glutamate slope | 73 | 32 | 48 | 45 | 36 | 56 | 48 | 46

57) COC(=O)CN1N=C(C(C)(C)C)Cn2c1nc1c2c(=O)n(C)c(=O)n1C
58) O=C(NCCn1ncc2c(N3CCCCCC3)ncnc21)C1CCCC1
59) CC1CCc2c(sc3ncnc(SCCO)c23)C1 (stereo not given)
60) Cc1nnc(C2CCN(CC(=O)Nc3ccc(C(F)(F)F)cc3)CC2)s1
61) O=C(Nc1ccccc1C(F)(F)F)N1CCC2(CC1)NC(=O)N(Cc1ccccc1)C2=O
62) CCCOc1cc(S(=O)(=O)N2CC(C)CC(C)C2)ccc1Cl (stereo not given)
63) NC(=O)CN1CCN(CC(=O)Nc2ccc(F)cc2)CC1
64) COc1ccc(OC)c(S(=O)(=O)Nc2ccc(-c3cn4nc(OC)ccc4n3)cc2)c1
Screen / compound no. | 57 | 58 | 59 | 60 | 61 | 62 | 63 | 64
AMPAR-TARP mod | i | i | i | i | i | i | i | i
AMPAR-TARP mod agonism max-min | 0.044 | 0.049 | 0.051 | 0.087 | 0.074 | 0.11 | 0.087 | 0.079
AMPAR-TARP mod glutamate slope | 49 | 72 | 8 | 67 | 36 | 58 | 34 | 63

65) O=C(NC1CCCC(O)C1)C12CC3CC(CC(C3)C1)C2 (stereo not given)
66) COc1cc(NC(=O)c2ccc(C)c(C)c2)ccc1NC(=O)c1ccccc1Cl
67) NS(=O)(=O)c1ccc(CCNC(=O)CCCCCn2c(=S)[nH]c3ccccc3c2=O)cc1
68) COc1ccccc1N1CCN(CC(N)=O)CC1
69) Cc1cc(C(=O)N2CCN(CC(=O)c3cccs3)CC2)no1
70) COc1ccc(NC(=O)CCCCn2c(=O)[nH]c3ccccc3c2=O)cc1
71) CCn1c(=NC(=O)c2cc(C)no2)sc2cc(OC)c(OC)cc21
72) CCOc1ccc(C(=O)N2CCN(c3cc(-n4ccnc4C)ncn3)CC2)cc1OCC
Screen / compound no. | 65 | 66 | 67 | 68 | 69 | 70 | 71 | 72
AMPAR-TARP mod | i | i | i | i | i | i | i | i
AMPAR-TARP mod agonism max-min | 0.13 | 0.073 | 0.11 | 0.066 | 0.095 | 0.061 | 0.13 | 0.092
AMPAR-TARP mod glutamate slope | 80 | 30 | 51 | 0 | 58 | 52 | 53 | 51

73) Cn1nc(-c2ccc(F)cc2)cc1C(=O)Nc1nn(C)c2c1C(c1ccco1)CC(=O)N2 (stereo not given)
74) COc1ccc(OCc2nn3c(=O)c4ccccc4nc3n2N)cc1
75) O=c1ccc(-c2ccco2)nn1CCCNS(=O)(=O)c1ccccc1
76) Cc1cc(C)c2sc(N(Cc3cccnc3)C(=O)c3cc(C)no3)nc2c1
77) COCC(C)(O)CNC(=O)c1cc(-c2ccccc2)on1 (stereo not given)
78) O=[N+]([O-])c1ccccc1OCC(O)CN1CCN(c2ccccc2F)CC1 (stereo not given)
79) O=C(NN1CCOCC1)c1ccc(N2CCC(Cc3ccccc3)CC2)nn1
80) CCOC(=O)Cn1c(=O)c2c(nc3n(-c4ccc(OC)cc4)c(-c4ccccc4)cn23)n(C)c1=O
Screen / compound no. | 73 | 74 | 75 | 76 | 77 | 78 | 79 | 80
AMPAR-TARP mod | i | i | i | i | i | i | i | i
AMPAR-TARP mod agonism max-min | 0.14 | 0.098 | 0.12 | 0.036 | 0.091 | 0.053 | 0.05 | 0.062
AMPAR-TARP mod glutamate slope | 43 | 81 | 58 | 46 | 66 | 53 | 51 | 43

Entries of single compounds from above.
`COCC(C)(O)CNC(=O)c1cc(-c2ccccc2)on1` (stereo not given) reads AMPAR-TARP mod = i; AMPAR-TARP mod agonism max-min = 0.091; AMPAR-TARP mod glutamate slope = 66
`CCOC(=O)Cn1c(=O)c2c(nc3n(-c4ccc(OC)cc4)c(-c4ccccc4)cn23)n(C)c1=O` reads AMPAR-TARP mod = i; AMPAR-TARP mod agonism max-min = 0.062; AMPAR-TARP mod glutamate slope = 43

The results go on.
81) CCCc1cc(NCCCn2ccnc2)n2nc(C)c(-c3ccccc3)c2n1
82) Cn1cc(C(=O)N2CCCC2)cc(NC(=O)COc2ccc3ccccc3c2)c1=O
83) Cc1ccccc1-c1ccc(N2CCC(C(=O)NC3CCCCCC3)CC2)nn1
84) COCCn1c(SCC(=O)Nc2ccc3c(c2)OCO3)nnc1-c1cn(C)nc1OC
85) CCOc1ccccc1NC(=O)Cn1c(=O)n(C(C)C)c(=O)c2nscc21
86) O=C(Nc1nccs1)C(=O)NC1CC1
87) O=C(c1ccc(OC(F)(F)F)cc1)N1CCC(c2cccs2)CC1
Screen / compound no. | 81 | 82 | 83 | 84 | 85 | 86 | 87
AMPAR-TARP mod | i | i | i | i | + | i | i
AMPAR-TARP mod agonism max-min | 0.19 | 0.068 | 0.096 | 0.035 | 0.063* | 0.083 | 0.11
AMPAR-TARP mod glutamate slope | 53 | 57 | 55 | 31 | 55* | 55 | 60

Screening data: PubChem, Vanderbilt High Throughput Screening Facility
